ALDH1A1 inh = ALDH1A1 (human) enzyme inhibition | P00352 | Purified ALDH1A1, NADH fluorescence, propionaldehyde substrate | Potency, µM (titrated, usually from 75.3 µM), inactives show at the highest dose activity, negative = inhibition, hits mostly inhibitors | hit rate 7.3% among 220,000 | AID 1030; active = well fitted inhibition curve with a large enough effect, not every such curve was filed as active; inconclusive = small, poorly fitted or top-dose-only effect, or another doubt; inactive = no such curve, though single readings can be large or run the other way;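 note: plate controls were no enzyme wells and a reference inhibitor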
Target sequence (P00352 whole entry, looked up): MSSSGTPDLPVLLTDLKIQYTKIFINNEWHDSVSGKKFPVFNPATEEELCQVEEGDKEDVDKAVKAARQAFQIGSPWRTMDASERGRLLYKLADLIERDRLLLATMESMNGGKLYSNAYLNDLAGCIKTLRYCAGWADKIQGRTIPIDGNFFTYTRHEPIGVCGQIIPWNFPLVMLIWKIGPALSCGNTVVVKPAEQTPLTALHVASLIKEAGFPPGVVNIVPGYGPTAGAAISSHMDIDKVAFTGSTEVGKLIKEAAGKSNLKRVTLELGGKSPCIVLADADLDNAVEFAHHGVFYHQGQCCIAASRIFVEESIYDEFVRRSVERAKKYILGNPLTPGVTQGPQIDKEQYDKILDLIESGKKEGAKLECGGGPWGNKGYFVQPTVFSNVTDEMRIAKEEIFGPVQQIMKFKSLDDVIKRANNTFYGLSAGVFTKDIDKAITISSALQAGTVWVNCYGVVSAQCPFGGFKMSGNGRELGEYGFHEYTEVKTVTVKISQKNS
GAA inh = alpha-glucosidase (human) inhibition; purified human GAA, 4-MU-alpha-glucoside fluorescence; Potency, µM (titrated, usually from 76.9 µM), without a hit: at the highest dose activity change, negative = inhibition, hits mostly inhibitors; hit rate 0.005% among 200,000; AID 1466;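 note: plate controls were uninhibited enzyme wells for no effect and no-enzyme background for full effect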
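AC50 values come from Hill fits of compound titrations (up to 77 uM) against 4 nM human enzyme. Substrate 4-methylumbelliferyl-alpha-D-pyranoside at 400 uM, pH 5.0 citrate buffer, 20 min room temperature; fluorescence Ex 365/Em 440 after alkaline stop.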
GLA spleen mod = inhibits or activates alpha-galactosidase in human spleen homogenate | P06280 | human spleen homogenate, 4MU-alpha-Gal fluorescence, 40 min | Potency, µM (highest dose often 80 µM), for the others: at the highest dose activity change, negative = inhibition, actives largely listed as inhibitors | hit rate 0.008% among 240,000;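 note: 0% = enzyme with vehicle and -100% = no enzyme basal signal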
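Spleen homogenate 1 ug + cpd (titration) + 4-MU-alpha-D-galactopyranoside 1 mM; 37C 40 min; 50 mM citrate/phosphate pH 5.0, 0.01% Tween-20; stop pH 10; fluorescence 365/440; AC50 via Hill.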
aGlu spleen mod = lysosomal alpha-glucosidase (human) modulation; hit rate 0.006% among 240,000; AID 2112; Potency, µM (titrated, usually from 79.9 µM), without a hit: top-dose activity change, negative = inhibition, usual class: inhibitors; human spleen homogenate, 4-MU-alpha-glucoside fluorescence; P10253;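 note: 0% = enzyme with vehicle and -100% = no enzyme basal signal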
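AC50 values come from Hill-equation fits of concentration-response data, normalized to no-enzyme and full-activity controls. Enzyme source: 1 ug human spleen homogenate; 1 mM fluorogenic 4-MU glucoside, pH 5.0 citrate buffer, 37 C, 40 min.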
GAA glycogen mod = inhibitors or activators of human alpha-glucosidase glycogen cleavage; P10253; recombinant GAA, glycogen substrate, Amplex Red glucose oxidase fluorescence; Potency, µM (series often up to 76.4 µM), for the others: top-dose activity change, negative = inhibition, most hits filed as inhibitors; hit rate 0.38% among 300,000; AID 2100;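 note: 0% = full enzyme reaction and -100% = no-enzyme basal signal; the screen sought inhibitors and activators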
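qHTS, 1536-well; enzyme 4 nM final; cpd up to 77 uM; substrate bovine liver glycogen 30 ug; 50 mM citrate/phosphate pH 5.0, 0.01% Tween-20; 37 C, 40 min; Amplex Red detection 45 min RT; Hill fit → AC50.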
SMN2 splice enh = SMN2 splice variant enhancement; HEK293 SMN2-luciferase splicing reporter, luminescence, 30-36 h; hit rate 2.8% among 210,000; Potency, µM (top dose mostly 46.1 µM), for inactives: at the top dose activity change, positive = activation, most hits filed as activators; note: % of control where 0% means no effect; nearly all actives have a fitted effect of over 55% in size
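qHTS luciferase splicing reporter: luminescence rises when SMN2 exon 7 is included in transfected HEK293 cells. Compound exposure lasted 30-36 h at 37C, with 4.5 mM final sodium butyrate as control, followed by a ONE-Glo read.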
KDM4E inh = JMJD2E (human) inhibition; AID 2147; B2RXH2; hit rate 1.6% among 230,000; Potency, µM (doses to about 57.1 µM), for inactives: top-dose activity change, negative = inhibition, usual class: inhibitors; JMJD2E catalytic domain, FDH-coupled NADH fluorescence (FDH is formaldehyde dehydrogenase); active = well fitted inhibition curve with a large enough effect, not every such curve was filed as active; inconclusive = small, poorly fitted or top-dose-only effect, or another doubt; inactive = no such curve, though single readings can be large or run the other way;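 note: 0% = wells with enzyme and -100% = buffer wells without enzyme; nearly all actives have a fitted effect of over 50% in size; many of its hits are not listed in these tables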
GoLoco inh red = inhibitors of human Gai1-RGS12 GoLoco interaction (red fluorophore). AID 880. hit rate 0.44% among 230,000. P63096. Gai1:RGS12 GoLoco peptide FP, rhodamine, 10 min. Potency, µM (doses to about 61.6 µM), for inactives: at the highest dose activity, negative = inhibition, actives largely listed as inhibitors; active = well fitted inhibition curve with a large enough effect, not every such curve was filed as active; inactive = no such curve, though single readings can be large or run the other way; note: % is set by controls: 0 for no effect and ±100 for the full control effect; nearly all actives have a fitted effect of over 30% in size; many of its hits are not listed in these tables
Target sequence (P63096 whole entry, looked up): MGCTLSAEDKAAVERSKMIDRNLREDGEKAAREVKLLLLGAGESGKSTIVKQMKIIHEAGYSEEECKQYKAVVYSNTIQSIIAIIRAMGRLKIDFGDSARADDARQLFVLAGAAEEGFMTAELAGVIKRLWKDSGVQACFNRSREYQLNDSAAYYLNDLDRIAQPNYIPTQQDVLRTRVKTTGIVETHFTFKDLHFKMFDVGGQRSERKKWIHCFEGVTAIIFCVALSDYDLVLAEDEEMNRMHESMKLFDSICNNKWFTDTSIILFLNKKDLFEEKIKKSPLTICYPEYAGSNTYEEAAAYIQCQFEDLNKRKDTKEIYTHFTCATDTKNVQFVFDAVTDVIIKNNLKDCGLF
Numbers without * were called inactive; ? = inconclusive; · = not tested or not shown; & = joins results of further samples; [ ] = remark or other dose. Unless noted, calls come from the whole dose curve; as a rule, active = well fitted curve in the direction sought with a large enough effect; inconclusive = small, poorly fitted or top-dose-only effect, or another doubt; inactive = no such curve, though single readings can be large; an effect the other way counts as inactive or inconclusive. Potency is the fitted concentration of half-maximal effect.

Values run as follows: GAA inh, ALDH1A1 inh, aGlu spleen mod, SMN2 splice enh, GAA glycogen mod, GoLoco inh red, GLA spleen mod, KDM4E inh
COc1ccc(-n2c(C)nc3sc4c(c3c2=O)CCC4)cc1
→ -2%, 8%, -6%, -15%, -8%, 9%, 3%, -7%
CCCCN(CC)CCNc1c(N2CCN(C(=O)OCC)CC2)c(=O)c1=O
→ 4%, -2%, -4%, -5%, 8%, -7%, -5%, -4%
c1ccc(Nc2n[nH]nc2-c2ccccc2)cc1
→ 2%, 9%, 2%, -24%, ?, 9%, 1%, -2%
COc1ccc(C(=O)NCc2cc(C)nc3ccccc23)cc1OC
→ -14%, 7%, ·, -33%[inhibitor], 2%, -8%, 1%, 3%
O=C(NNC1CC(=O)N(c2ccccc2)C1=O)c1ccccc1Cl (configuration not stated)
→ 0%, 8%, 10%, ·, -10%, -6%, 1%, 2%
CCn1c2ccccc2c2cc(NC(C)=O)ccc21
→ -1%, 0%, 5%, -6%, 16%, 2%, 9%, -9%
CCOC(=O)C1=C(c2ccccc2)NC(SC)=C(C#N)C1c1cccnc1 (configuration not stated)
→ 2%, ?, 4%, 7%, -23%, 0%, 0%, -7%
COC(=O)[C@@]1(Cc2ccc(F)cc2)[C@H]2c3cc(C(=O)N(C)C)n(CCCNc4ccc(C(F)(F)F)cc4Cl)c3C[C@H]2CN1C(=O)c1ccccc1
→ ·, -8%, 5%, -26%, ·, 8%, 10%, 2%
Cc1cccc(NC(=S)/N=C(\N)Nc2nc(C)c3ccccc3n2)c1
→ -2%, ?, -1%, -34%[inhibitor], -25%, 39%[activator], 0%, -11%
O=C(NC(=S)Nc1c(F)cc(F)cc1Br)c1ccc2c(c1)OCCO2
→ 3%, ?, 7%, -19%, -12%, -2%, -1%, -20%
COc1ccc(C)cc1S(=O)(=O)N(C)CC(=O)Nc1ccc2c(c1)OCO2
→ 2%, 7%, -14%, -12%, -11%, 11%, 4%, 12%
Cc1ccc(O)c(CNc2nc3ccccc3n2C)c1
→ ?, -4%, -10%, 8%, -4%, -7%, 6%, -5%
COc1ccccc1NC(=S)N/N=C1\CC(C)(C)Oc2ccc(O)cc21
→ 5%, ?, -1%, -56%[inhibitor], ?, 11%, 5%, ?
Cc1ccc(C(=O)CSc2nc3ccccc3c(=O)n2N)o1
→ -16%, 28µM*, -5%, 16µM*, 0%, 22%, -15%, ?
CC(C)c1cc(-c2n[nH]c(=S)n2Cc2ccccc2)cs1
→ 6%, 2µM*, -1%, -8%, ?, 10%, ?, ?
O=S(=O)(c1ccc(Cl)c(NC(=S)N/N=C/c2c(F)cccc2F)c1)N1CCOCC1
→ -7%, -15%, 6%, ·, -8%, ·, 9%, -5%
Cc1cc(OCC(=O)NCc2ccncc2)ccc1Cl
→ 0%, 2%, 0%, ·, 0%, 6%, -10%, -3%
COCCCN1CC23C=CC(O2)C(C(=O)O)C3C1=O (configuration not stated)
→ -2%[15.4 µM], 5%, -4%, 5%, 1%, 6%, 3%, -1%
CCCn1cnc2c(cnn2-c2ccc(F)cc2)c1=O
→ 3%, 3%, -3%, -35%[inhibitor], -4%, -11%, 15%, 25%
O=C(O)c1ccc(N2C(=O)/C(=C\c3ccccc3)N=C2c2ccccc2)cc1
→ -11%[15.4 µM], ·, 5%, ·, -4%, 5%, 3%, ?
CC1CN(c2nc(-c3ccc(Br)cc3)nnc2-c2ccccc2)CC(C)N1 (configuration not stated)
→ -2%, -8%, 0%, -16%, 4%, -6%, -16%, 7%
COc1ccc(C2C=C(c3ccc(Cl)cc3)Nc3nc(NC(C)=O)nn32)cc1 (configuration not stated)
→ 4%, ?, -6%, 0%, -9%, 23%, -3%, ?
COCCn1c(=O)c(-c2cc(F)cc(F)c2)nc2cnc(Oc3ccccc3)nc21
→ ·, ?, 8%, -36%[inhibitor], ·, 12%, 6%, ·
CCCCCCCCCCCCCCCCOCC(CO)OC (configuration not stated)
→ ·, 1%&11%, 7%&-1%, -17%&4%, ·, 1%&8%, 2%&6%, 5%
NNC(=O)c1cncc(Br)c1
→ ·, ·, 0%, ·, -25%, 5%, 1%, 97%[activator]
Cc1ccccc1C(=O)Nc1ccc(O)c2c(=O)cc(-c3ccccc3Cl)oc12
→ ·, ·, -8%&5%, ·, 1%, 7%, 1%&2%, 4%
CC(=O)OC1C2CCC1C([N+]1(C)CCCCC1)CC2 (configuration not stated)
→ -3%, 1%, 6%, -15%, 7%, 14µM*, 6%, -9%
CN(C)c1ccc(/C=N\NC(=S)SCN2C(=O)C3CCC(C)(C2=O)C3(C)C)cc1 (configuration not stated)
→ -10%, ?, 1%, -8%, -7%, 20%, 5%, ?
COc1ccc2c(c1)CCc1c(C(=O)N(C)c3ccccc3)noc1-2
→ -3%, ?, 1%, 5µM*, 1%, 2%, -2%, -5%
Cc1ccc(NC2=CC(=O)CCC2)cc1C
→ -5%, -1%, 0%, -13%, 13%, 12%, 4%, 7%

Following part
Values run as follows: GAA inh, ALDH1A1 inh, aGlu spleen mod, SMN2 splice enh, GAA glycogen mod, GoLoco inh red, GLA spleen mod, KDM4E inh
Cc1ccc(NC(=O)CN2C(=O)/C(=C3\SC(=S)N(C4CCS(=O)(=O)C4)C3=O)c3ccccc32)cc1 (configuration not stated)
→ -5%, 1.4µM*, -14%, 7%, -4%, 1%, -6%, 3%
CCCCOC(=O)CCc1c(C)n[nH]c1C
→ ·, ·, 6%, ·, 4%, 4%, 4%, 0%
CCCc1nc2oc3c(N4CCNCC4)ncnc3c2c2c1CCCC2
→ -8%, ?, -4%, 14%, 8%, -17%, 1%, -5%
COc1ccccc1NC(=O)CC1C(=O)Nc2c1c(=O)n(C)c(=O)n2C (configuration not stated)
→ -2%, -2%, -13%, -12%, -8%, 1%, -3%, -8%
COc1ccc(CCNC(=O)c2ccc(CS(=O)(=O)c3ccc(Br)cc3)o2)cc1OC
→ -14%, 21%, 4%, -50%[inhibitor], -9%, 8%, 10%, 10%
Cc1ccc(C2(C)NC(=O)N(CC(=O)c3ccc(Cl)s3)C2=O)cc1 (configuration not stated)
→ 6%, -10%, 1%, 22%, 7%, 37%[activator], 4%, 6%
O=C(NCc1ccccc1)c1noc2c1CCCCC2
→ -1%, 4%, -1%, 25µM*, 9%, -1%, -14%, -3%
COc1ccc(C2N3CC4(C)CN2CC(C)(C3)C4O)cc1 (configuration not stated)
→ 2%, ?, -6%, 7%, 1%, 2%, 3%, 1%
O=C(COc1ccc(OCc2ccccc2)cc1)NC1CCOC1=O (configuration not stated)
→ 2%, -17%, -7%, 10%, 5%, -3%, 8%, -3%
CC(C)(C)c1ccc(Cn2c(=N)n(CC(O)c3ccco3)c3ccccc32)cc1 (configuration not stated)
→ -9%, ?, 0%, -107%[inhibitor], 7%, 136%[activator], -3%, -19%
Cc1noc(NS(=O)(=O)c2ccc(N/C=C/C(=O)c3ccc(F)cc3)cc2)c1C
→ ?, 12%, -2%, -27%, 6%, 8%, -11%, -24%
Cc1ccc(NC(=O)CS(=O)CC(=O)N(c2ccccc2)C(C)C(=O)NC2CCCC2)cc1 (configuration not stated)
→ ?, 12%, -2%, -9%, -2%, 2%, -1%, 0%
COP(=O)(OC)OC(c1ccc(Cl)cc1)P(=O)(OC)OC (configuration not stated)
→ ·, 6%, 4%, -12%, ·, 10%, 2%, 6%

Part of the list above in another layout:
SMILES	GAA inh	ALDH1A1 inh	aGlu spleen mod	SMN2 splice enh	GAA glycogen mod	GoLoco inh red	GLA spleen mod	KDM4E inh
CCCCOC(=O)CCc1c(C)n[nH]c1C	·	·	6%	·	4%	4%	4%	0%
CCCc1nc2oc3c(N4CCNCC4)ncnc3c2c2c1CCCC2	-8%	?	-4%	14%	8%	-17%	1%	-5%
COc1ccccc1NC(=O)CC1C(=O)Nc2c1c(=O)n(C)c(=O)n2C (configuration not stated)	-2%	-2%	-13%	-12%	-8%	1%	-3%	-8%
COc1ccc(CCNC(=O)c2ccc(CS(=O)(=O)c3ccc(Br)cc3)o2)cc1OC	-14%	21%	4%	-50%[inhibitor]	-9%	8%	10%	10%
Cc1ccc(C2(C)NC(=O)N(CC(=O)c3ccc(Cl)s3)C2=O)cc1 (configuration not stated)	6%	-10%	1%	22%	7%	37%[activator]	4%	6%
O=C(NCc1ccccc1)c1noc2c1CCCCC2	-1%	4%	-1%	25µM*	9%	-1%	-14%	-3%
COc1ccc(C2N3CC4(C)CN2CC(C)(C3)C4O)cc1 (configuration not stated)	2%	?	-6%	7%	1%	2%	3%	1%
O=C(COc1ccc(OCc2ccccc2)cc1)NC1CCOC1=O (configuration not stated)	2%	-17%	-7%	10%	5%	-3%	8%	-3%
CC(C)(C)c1ccc(Cn2c(=N)n(CC(O)c3ccco3)c3ccccc32)cc1 (configuration not stated)	-9%	?	0%	-107%[inhibitor]	7%	136%[activator]	-3%	-19%
Cc1noc(NS(=O)(=O)c2ccc(N/C=C/C(=O)c3ccc(F)cc3)cc2)c1C	?	12%	-2%	-27%	6%	8%	-11%	-24%
Cc1ccc(NC(=O)CS(=O)CC(=O)N(c2ccccc2)C(C)C(=O)NC2CCCC2)cc1 (configuration not stated)	?	12%	-2%	-9%	-2%	2%	-1%	0%
COP(=O)(OC)OC(c1ccc(Cl)cc1)P(=O)(OC)OC (configuration not stated)	·	6%	4%	-12%	·	10%	2%	6%

Screens: PubChem, National Center for Advancing Translational Sciences (NCATS)

These rows are one share of the data. The share of hits here may be higher or lower than overall.
